# Bioassay records (PubChem)
# Vif-A3G inh: qHTS for Inhibitors of Vif-A3G Interactions: qHTS. Potency, µM (titrated, usually from 46.1 µM), inactives show top-dose activity, negative = active, hits mostly inhibitors. DNA dC->dU-editing enzyme APOBEC-3G (Homo sapiens), Q9HC16. HeLa A3G-eYFP + Vif (tagged APOBEC3G with the HIV-1 protein that degrades it), YFP fluorescence, overnight. 410,000 compounds, 0.076% hits;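 also: % is scaled to controls: 0 for no effect and ±100 for the full control effect; nearly all actives have a fitted effect of over 60% in size; hits raise eYFP signal because A3G escapes Vif-driven loss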
#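 Read-out is eYFP fluorescence (Ex 488/Em 500-530) from Vif-expressing HeLa A3G-eYFP cells; more signal means A3G escaped Vif-mediated degradation. Cells plated overnight, compound pinned in, incubated overnight at 37 deg C.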
# USP1 inh: Inhibitors of USP1/UAF1: Primary Screen; Ubiquitin carboxyl-terminal hydrolase 1 (Homo sapiens), O94782; recombinant USP1/UAF1, Ub-Rhodamine cleavage fluorescence; Potency, µM (series often up to 57.1 µM), for the others: at the top dose activity change, negative = inhibition, usual class: inhibitors; 390,000 compounds, 0.23% hits; also: % is scaled to controls: 0 for no effect and ±100 for the full control effect; nearly all actives have a fitted effect of over 60% in size; inactives centre near -12
#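 High-throughput fluorogenic screen: 1nM USP1/UAF1 complex, Ub-Rho substrate 150nM final, 50mM HEPES pH 7.8 with 0.5mM EDTA, 0.1 mg/ml BSA, 1mM TCEP and 0.01% Tween-20.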
# ALOX12 inh: Primary qHTS assay for inhibitors of human arachidonate 12S-lipoxygenase (ALOX12): Round 2; Polyunsaturated fatty acid lipoxygenase ALOX12 (Homo sapiens), P18054; 580,000 compounds, 1.1% hits; Potency, µM (top dose mostly 108 µM), without a hit: at the top dose activity change, negative = inhibition, most hits filed as inhibitors; purified 12hLO, xylenol orange hydroperoxide absorbance; also: % is scaled to controls: 0 for no effect and ±100 for the full control effect
# Target sequence (P18054 whole entry, looked up): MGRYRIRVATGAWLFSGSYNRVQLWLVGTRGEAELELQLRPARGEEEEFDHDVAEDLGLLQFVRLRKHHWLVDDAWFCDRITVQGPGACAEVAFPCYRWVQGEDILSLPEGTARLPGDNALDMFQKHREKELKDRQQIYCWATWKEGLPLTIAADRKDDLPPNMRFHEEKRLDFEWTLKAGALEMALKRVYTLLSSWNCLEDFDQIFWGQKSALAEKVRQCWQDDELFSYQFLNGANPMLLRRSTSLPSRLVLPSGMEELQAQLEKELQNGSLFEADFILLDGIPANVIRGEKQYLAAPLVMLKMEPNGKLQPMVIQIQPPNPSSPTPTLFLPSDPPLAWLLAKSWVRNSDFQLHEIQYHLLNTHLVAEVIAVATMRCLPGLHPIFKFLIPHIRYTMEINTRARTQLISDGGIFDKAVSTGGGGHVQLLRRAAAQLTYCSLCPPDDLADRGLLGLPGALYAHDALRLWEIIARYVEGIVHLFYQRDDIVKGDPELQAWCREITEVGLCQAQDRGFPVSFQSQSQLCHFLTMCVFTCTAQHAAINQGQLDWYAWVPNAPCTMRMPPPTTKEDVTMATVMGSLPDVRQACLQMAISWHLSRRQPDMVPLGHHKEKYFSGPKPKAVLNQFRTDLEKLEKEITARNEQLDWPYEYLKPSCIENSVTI
#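 Hydroperoxide product was detected by ferrous iron/xylenol orange as the 573 to 405 nm absorbance ratio. Arachidonic acid at 40 uM (final) was turned over for 30 min at room temperature by 150 nM human 12hLO, pH 7.0 Hepes buffer, after 15 min compound preincubation.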
# Vif-A3F inh: qHTS for Inhibitors of Vif-A3F Interactions: qHTS; HeLa A3F-eYFP + Vif (tagged APOBEC3F with the HIV-1 protein that degrades it), YFP fluorescence increase; Potency, µM (titrated, usually from 46.1 µM), inactives show top-dose activity, negative = active; 390,000 compounds, 0.2% hits; also: % of control where 0% means no effect; nearly all actives have a fitted effect of over 65% in size
#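 HeLa cells stably expressing Vif plus C-terminally eYFP-tagged A3F were seeded, incubated overnight at 37 deg C, dosed with compound, incubated overnight again at 37 deg C. Yellow fluorescence (Ex 488/Em 500-530) reported blocked Vif-mediated A3F-eYFP degradation.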
# TrxR1 substrate: qHTS Assay for Substrates of Mammalian Selenoprotein Thioredoxin Reductase 1 (TrxR1): qHTS; purified TrxR1 substrate turnover, NADPH consumption readout; Potency, µM (highest dose often 114 µM), for the others: top-dose activity change, negative = substrate turnover; 390,000 compounds, 0.01% hits; AID 588456, 2011; also: % is scaled to controls: 0 for no effect and ±100 for the full control effect; nearly all actives have a fitted effect of over 50% in size
#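 Rat TrxR1, dispensed at 90 nM, was prereduced with 400 uM NADPH (final) for 5 min at ~22 deg C, then incubated with compound 15 min before 400 uM selenite. A first-read NADPH fluorescence drop versus no-compound background flagged substrates.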
# TrxR1 inh: qHTS Assay for Inhibitors of Mammalian Selenoprotein Thioredoxin Reductase 1 (TrxR1): qHTS; recombinant rTrxR1, NADPH fluorescence consumption, selenite substrate; Potency, µM (doses to about 114 µM), without a hit: at the highest dose activity change, negative = inhibition, most hits filed as inhibitors; 390,000 compounds, 1% hits; AID 588453, 2011; also: % is scaled to controls: 0 for no effect and ±100 for the full control effect; nearly all actives have a fitted effect of over 65% in size
#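 Rat TrxR1 (90 nM in the dispensed reagent) was pre-reduced with 400 uM NADPH for 5 min at room temperature, then incubated with compound for 15 min. After 400 uM selenite was added, NADPH fluorescence (Ex 340/Em 450 nm) was followed for 8 min.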
# RGS4 inhibitor: Inhibitors of Regulator of G Protein Signaling (RGS) 4: qHTS | 390,000 compounds, 0.039% hits | Transcreener GDP fluorescence polarization, RGS4-accelerated GTP hydrolysis | Regulator of G-protein signaling 4 (Homo sapiens), P49798 | Potency, µM (series often up to 114 µM), for inactives: top-dose activity change, negative = inhibition, most hits filed as inhibitors; also: % is scaled to controls: 0 for no effect and ±100 for the full control effect; nearly all actives have a fitted effect of over 75% in size; some results filed as inactive show a strong effect at the top dose
# Target sequence (P49798 whole entry, looked up): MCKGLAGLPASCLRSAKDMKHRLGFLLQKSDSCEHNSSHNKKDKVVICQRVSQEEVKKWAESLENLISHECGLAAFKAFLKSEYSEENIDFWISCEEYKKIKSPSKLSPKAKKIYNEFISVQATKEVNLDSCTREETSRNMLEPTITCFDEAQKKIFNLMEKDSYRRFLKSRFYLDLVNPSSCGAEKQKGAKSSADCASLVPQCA
#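 MLSMR compounds (23 nl, pin-transferred) preincubated 10 min at room temperature with a 500nM (2x) first reagent, then RGS4 at 900nM (2x) plus Transcreener GDP mix added; fluorescence polarization (620/688 nm) read before and after 90 min at 30 °C.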
# RXFP1 ag: qHTS Assay for Agonists of the Relaxin Receptor RXFP1; Relaxin receptor 1 (Homo sapiens), Q9HBX9; HEK293T-RXFP1 cAMP TR-FRET, 30 min; response scale: percent of porcine relaxin response, buffer zero; Potency, µM (series often up to 57.5 µM), inactives show top-dose activation, actives largely listed as activators; 370,000 compounds, 0.3% hits; also: % is scaled to controls: 0 for no effect and ±100 for the full control effect; nearly all actives have a fitted effect of over 60% in size; many of its hits are not listed in these tables
#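 Agonist response is measured as cAMP accumulation in an RXFP1-transfected HEK293T line under PDE4 inhibition. Values are scaled between buffer-only and 29 nM porcine relaxin, and EC50s come from standard Hill equation fits.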
# IDH1 R132H inh: qHTS for Inhibitors of mutant isocitrate dehydrogenase 1 (IDH1): qHTS; Isocitrate dehydrogenase [NADP] cytoplasmic (Homo sapiens), O75874; 390,000 compounds, 0.093% hits; Potency, µM (top dose mostly 76.6 µM), for the others: at the top dose activity change, negative = inhibition, most hits filed as inhibitors; AID 602179, 2012; IDH1-R132H enzyme, NADPH consumption, diaphorase/resazurin fluorescence; also: % is scaled to controls: 0 for no effect and ±100 for the full control effect; nearly all actives have a fitted effect of over 65% in size
#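 IDH1-R132H (0.5 ug/mL dispensed) in pH 7.5 Tris buffer was preincubated 30 min with compound, then given a substrate mix of 0.016 mM NADPH and 2 mM alpha-KG for 80 min at room temperature; remaining NADPH was read by diaphorase/resazurin fluorescence.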
# * marks the source's active call; other numbers are inactive results; i = inactive; ? = inconclusive; · = no result given; [ ] = remark or other dose. Calls follow the shape of the dose curve; as a rule, active = well fitted curve in the direction sought with a large enough effect; inconclusive = small, poorly fitted or top-dose-only effect, or another doubt; inactive = no such curve, though single readings can be large; an effect the other way counts as inactive or inconclusive. Potency is read from the fitted curve at half-maximal effect.
Structure,Vif-A3G inh,USP1 inh,ALOX12 inh,Vif-A3F inh,TrxR1 substrate,TrxR1 inh,RGS4 inhibitor,RXFP1 ag,IDH1 R132H inh
O=C(COC(=O)CCC(=O)c1ccc(Cl)cc1)NC1CC1,-7.2%,-5.5%,-0.5%,7.4%,-6.5%,-6.9%,-3.0%,-0.6%,4.5%
CCN1CCN(CC(=O)c2cc(Cl)ccc2Cl)CC1,1.5%,-4.8%,-13.5%,0.8%,1.0%,-14.0%,-10.1%,-2.6%,-0.4%
COc1cccc(C(=O)N2CCN(CCc3ccncc3)CC2)c1,0.0%,20.6%,3.1%,-1.4%,1.7%,?,-1.2%,9.4%,0.0%
CCN(CC(=O)NCc1ccc(F)cc1)C(=O)CN1CCN(c2ccc(OC)cc2)CC1,-0.2%,-18.9%,-20.6%,1.6%,-14.5%[57.1 µM],27.1%[57.1 µM],-23.7%,2.6%,10.8%
O=C(c1noc2c1CCCC2)N1CCN(c2ccccc2)CC1,0.6%,-12.3%,16.5%,-6.6%,9.7%,6.7%,11.1%,-0.4%,9.5%
CC(C)C[C@@H](CNCC(=O)[C@H](CC(C)C)NC(=O)c1[nH]cnc1C(=O)N[C@@H](C)CN)NC(=O)c1nc[nH]c1C(=O)N[C@@H](CC(=O)O)C(=O)O,1.0%,-30.7%,6.1%,-6.9%,6.3%,8.2%,?,·,9.6%
CCCCOc1ccc(C(=O)Nc2ccc(SC(F)F)cc2)cc1OC,0.9%,0.5%,6.2%,-5.2%,-4.4%,-1.7%,10.1%,0.8%,7.2%
Cc1ccccc1CN1C2=NCCN2c2ccccc21,4.3%,-11.5%,?,-6.4%,1.5%,6.6%,-17.3%[11.4 µM],0.5%,0.0%
COc1ccc(-c2coc3c2c(C)cc2oc(=O)c(CC(=O)O)c(C)c23)cc1,0.5%,-15.7%,-5.3%,-9.9%,0.9%,3.3%,0.9%,1.1%,9.3%
CS(=O)(=O)Nc1ccc(C(=O)NCCSCc2ccco2)cc1,-5.7%,-22.5%,354.9%[activator],-13.4%,6.0%[57.1 µM],-0.9%[57.1 µM],8.9%,-0.1%,8.4%
C=CCS(=O)(=O)c1cccc2cccnc12,-5.8%,-4.2%,-16.2%,4.8%,-8.6%[57.1 µM],8.1%[57.1 µM],-9.6%,1.8%,9.5%
Cc1ccc(N2C(=O)N(CC(=O)Nc3cc(Cl)ccc3C)C(=O)C2C)cc1 (configuration not stated),-5.9%,-14.7%,-1.3%,-2.6%,-2.7%,13.9%,-4.3%,2.3%,3.3%
CC(=O)Nc1ccc(C(=O)NNC(=O)c2ccccc2-n2cccc2)cc1,-1.1%,-13.0%,5.0%,-4.0%,7.6%,17.7%,27.9%,-0.1%,12.7%
COc1cc2c(c(OC)c1OC)-c1ccc(OC)c(=O)cc1[C@@H](N(C)CC#CCO)CC2,-62.3%,-23.6%,51.4%[activator],-13.5%,-5.6%,-12.9%,-3.1%,-0.7%,-0.1%
CNC(=O)c1csc(-c2ccncc2)n1,-5.6%,-14.8%,-3.3%,-3.0%,6.9%,7.4%,2.5%,1.9%,1.7%
CSc1ccc(C(=O)C2CCCN(C(=O)c3cccnc3SC)C2)cc1 (configuration not stated),0.0%,-3.1%,0.0%,5.4%,0.8%,11.1%,22.8%,5.7%,-4.1%
NC(=O)CSc1nnc(-c2cccc(S(=O)(=O)N3CCOCC3)c2)o1,1.7%,-14.7%,5.8%,-4.2%,·,·,·,·,-3.1%
Cc1ccc(S(=O)(=O)N2CCC(=O)N(CCOCc3ccc(Cl)cc3)CC2)cc1,0.4%,-10.9%,-16.0%,1.7%,-2.1%,26.5%,3.9%,-0.9%,12.7%
O=C(NC(N1CCOCC1)C(Cl)(Cl)Cl)c1ccc(F)cc1 (configuration not stated),-1.5%,-21.7%,-11.5%,-2.2%,13.4%[57.1 µM],-38.2%,-6.1%,2.2%,7.4%
N#Cc1ccccc1NC(=O)COC(=O)c1cccs1,0.2%,-4.5%,-8.5%,7.1%,-8.7%,-0.4%[57.1 µM],-0.6%,·,-13.9%
CCCCN1CC(COCc2ccccc2)Oc2cccc(Oc3ccccc3)c2S1(=O)=O (configuration not stated),2.1%,-11.2%,-1.4%,5.5%,-2.9%,26.0%,48.0%,·,3.0%
COc1ccc(CNC(=O)Cn2c(SCC(=O)N(C)c3ccccc3)nc3ccccc32)cc1,0.2%,-26.2%,-23.3%,2.8%,-2.4%[57.1 µM],9.6%[57.1 µM],2.7%,0.3%,5.5%
Cc1ccccc1NC(=O)N1CCCN(c2ccc(C#N)cn2)CC1,0.1%,-12.3%,-21.2%,-1.4%,10.6%[57.1 µM],7.5%[57.1 µM],8.5%,1.6%,18.4%
CS(=O)(=O)N(CC(=O)N/N=C/c1ccco1)c1ccccc1Br,1.0%,-18.8%,8.4%,3.7%,-9.9%,-16.2%,-9.5%,2.2%,6.7%
O=C(Nc1cccc(S(=O)(=O)N2CCCCC2)c1)c1ccccn1,-1.5%,-0.4%,-5.4%,0.0%,8.3%[57.1 µM],33.0%[57.1 µM],10.8%,1.7%,14.9%
Cc1nnc(SCC(=O)Nc2nsc(-c3ccccc3)n2)s1,1.2%,-8.8%,-21.1%,-0.8%,-3.7%,5.9%,-20.1%,10.3%,2.5%
COc1cccc(NC(=O)Nc2cccn(Cc3ccccc3)c2=O)c1,1.9%,-15.8%,47.8%[activator],-4.2%,11.8%,6.8%,-34.0%,-0.7%,6.1%
COc1cccc(N(CC(=O)N2CCCCCC2)S(C)(=O)=O)c1,1.9%,-14.7%,3.1%,-3.0%,7.3%,20.9%,3.1%,0.5%,0.5%
COc1ccc(/C=C(/NC(=O)c2ccco2)C(=O)NCCc2ccccc2)cc1,-1.7%,-13.3%,i,8.5%,-12.5%,-10.7%,2.5%,2.5%,-1.7%
CC(=O)CCC(=O)NCCc1ccccc1F,2.9%,-20.4%,402.6%[activator],4.2%,2.2%,1.4%,-29.6%,0.5%,13.1%
CCC(C)NC(=O)c1ccc(CSc2nc3ccncc3n2Cc2ccc(F)cc2)cc1 (configuration not stated),-5.6%,-20.8%,18.7%,8.2%,8.1%[57.1 µM],2.5%[57.1 µM],1.8%,-1.1%,-2.2%
O=c1c2nnn(-c3cccc(F)c3)c2ncn1Cc1ccccn1,0.2%,-9.4%,0.0%,9.2%,-2.9%,8.1%,4.0%,-1.3%,0.0%
CN(Cc1ccccc1)C(=O)c1cccc(N2C(=O)C3CC=CCC3C2=O)c1 (configuration not stated),4.8%,-27.5%,4.7%,-0.2%,4.9%,22.5%,-14.7%,-2.5%,11.6%
Cc1cc2c(cc1C)C(=O)NC(C)(C)C2,-0.6%,-8.2%,20.2%,-8.9%,9.2%,12.5%,10.0%,-0.1%,8.7%
COc1ccc(S(=O)(=O)Oc2ccc(C(=S)N3CCOCC3)cc2OC)cc1,1.6%,-12.0%,0.0%,2.3%,7.7%[57.1 µM],14.0%[57.1 µM],10.3%,4.2%,2.9%
CCOc1cccc(CNCCO)c1OCc1ccc(Cl)cc1,0.4%,5.8%,-21.2%,-19.6%,-7.4%,-8.6%,12.0%,1.4%,6.5%
O=C(NCc1cccc(Cl)c1)C1CCN(C(=O)c2sccc2-n2cccc2)CC1,·,-6.7%,-22.4%,·,-0.6%,11.3%,10.5%,1.4%,·
CC1=C(C(=O)Nc2cccc(C(F)(F)F)c2)C2(CCN(C(C)C)CC2)OC1=O,5.3%,-25.1%,-29.1%,0.0%,0.5%[57.1 µM],3.3%[57.1 µM],-3.3%,0.3%,9.9%

# Look-ups from the results shown:
# Entry of CN(Cc1ccccc1)C(=O)c1cccc(N2C(=O)C3CC=CCC3C2=O)c1 (configuration not stated) under RXFP1 ag: -2.5%
# Entry of Cc1cc2c(cc1C)C(=O)NC(C)(C)C2 under RGS4 inhibitor: 10.0%

# 3 compounds out of the list above, ordered by the value under Vif-A3G inh, highest first.
Structure | Vif-A3G inh | USP1 inh | ALOX12 inh | TrxR1 substrate | TrxR1 inh | RGS4 inhibitor | RXFP1 ag | IDH1 R132H inh
COc1cccc(NC(=O)Nc2cccn(Cc3ccccc3)c2=O)c1 | 1.9% | -15.8% | 47.8%[activator] | 11.8% | 6.8% | -34.0% | -0.7% | 6.1%
CCN1CCN(CC(=O)c2cc(Cl)ccc2Cl)CC1 | 1.5% | -4.8% | -13.5% | 1.0% | -14.0% | -10.1% | -2.6% | -0.4%
CNC(=O)c1csc(-c2ccncc2)n1 | -5.6% | -14.8% | -3.3% | 6.9% | 7.4% | 2.5% | 1.9% | 1.7%

# An excerpt; rates above refer to the full screens.
